# From PubChem BioAssay
# aSyn rescue: qHTS of alpha-syn Inhibitors. Yeast expressing alpha-synuclein, growth rescue, BacTiter-Glo, 24 h. Potency, µM (titrated, usually from 46.1 µM), without a hit: at the highest dose growth rescue (activation), most hits filed as activators. 370,000 compounds, 0.14% hits. AID 652106, 2013; further: potency means the concentration at half of the fitted maximal effect; % of control where 0% means no effect; nearly all actives have a fitted effect of over 65% in size
#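 Screening used galactose-induced yeast with toxic alpha-synuclein levels, exposed to compound for 24 hr at 30 deg C. Cell growth, read with BacTiter-Glo luminescence, gave the measured signal.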
# EPAC1 ag: qHTS for Agonist of cAMP-regulated guanine nucleotide exchange factor 3 (EPAC1): primary screen | EPAC1 agonist qHTS, biochemical assay; response scale: 100% = response to 6.5 mM cAMP | Potency, µM (top dose mostly 154 µM), for the others: top-dose activation, usual class: activators | 360,000 compounds, 0.073% hits | AID 720707, 2013; further: potency means the concentration at half of the fitted maximal effect; nearly all actives have a fitted effect of over 60% in size
# Target sequence (O95398 whole entry, looked up): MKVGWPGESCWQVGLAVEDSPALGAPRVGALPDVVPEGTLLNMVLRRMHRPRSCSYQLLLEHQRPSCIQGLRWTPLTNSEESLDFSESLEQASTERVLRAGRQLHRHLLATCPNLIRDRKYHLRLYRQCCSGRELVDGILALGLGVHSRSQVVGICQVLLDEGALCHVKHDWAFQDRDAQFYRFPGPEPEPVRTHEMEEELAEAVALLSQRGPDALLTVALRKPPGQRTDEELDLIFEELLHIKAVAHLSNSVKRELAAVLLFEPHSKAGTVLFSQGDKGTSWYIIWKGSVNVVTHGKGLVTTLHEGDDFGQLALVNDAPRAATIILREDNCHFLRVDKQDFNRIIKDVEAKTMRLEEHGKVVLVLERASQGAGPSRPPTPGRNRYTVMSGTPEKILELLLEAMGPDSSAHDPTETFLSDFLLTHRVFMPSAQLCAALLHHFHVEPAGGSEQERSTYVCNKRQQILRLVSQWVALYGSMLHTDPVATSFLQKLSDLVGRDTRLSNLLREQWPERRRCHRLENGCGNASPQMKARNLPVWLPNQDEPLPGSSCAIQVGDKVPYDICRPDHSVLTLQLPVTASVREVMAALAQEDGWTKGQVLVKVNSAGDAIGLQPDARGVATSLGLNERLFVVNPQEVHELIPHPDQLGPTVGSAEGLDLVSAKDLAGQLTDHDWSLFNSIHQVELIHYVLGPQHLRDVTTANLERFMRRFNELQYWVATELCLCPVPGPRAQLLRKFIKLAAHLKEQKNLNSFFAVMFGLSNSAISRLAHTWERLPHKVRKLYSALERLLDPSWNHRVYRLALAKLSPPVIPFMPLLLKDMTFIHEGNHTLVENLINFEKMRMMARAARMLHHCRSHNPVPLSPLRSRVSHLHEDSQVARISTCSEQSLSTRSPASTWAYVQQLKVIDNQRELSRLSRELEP
#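 EPAC1 100 nM, Rap1B–BODIPY-GDP 250 nM, unlabeled GDP 50 uM; compound titration; 5 min RT; kinetic read ex480/em540 at 5-min intervals ×30 min; data normalized to 6.5 mM cAMP agonist control.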
# PLK1 PBD inh: qHTS for Inhibitors of PLK1-PDB (polo-like kinase 1 - polo-box domain): Primary Screen. Potency, µM, for inactives: max response, negative = inhibition, usual class: inhibitors. Plk1 PBD binding of FITC phosphopeptide, fluorescence polarization. AID 720504, 2013. Serine/threonine-protein kinase PLK1 (Homo sapiens), P53350. 360,000 compounds, 2.8% hits; further: potency means the concentration at half of the fitted maximal effect; series mostly up to about 57 µM; on the % scale 0 is the no-effect control and ±100 the full control effect; nearly all actives have a fitted effect of over 65% in size
# IL2 activator: qHTS of IL-2 Activators. AID 652025, 2013. 360,000 compounds, 0.065% hits. IL-2 activation reporter assay, cell-based qHTS; stimulated with anti-CD3/CD4/CD28 beads; in transgenic mouse T cells. activation, % (series mostly up to about 46 µM); in the data active means activation above about 50%; inconclusive means mostly about 30% to 49%; further: 0% is about no effect
#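 Unstimulated transgenic mouse T cells; 60-min compound exposure; bead-based TCR/CD4/CD28 stimulation; 18 h culture, 37 degrees C; dual fluorescence (EGFP, DsRed) plate cytometry.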
# PI5P4K alpha inh: qHTS for Inhibitors of phosphatidylinositol 5-phosphate 4-kinase (PI5P4K). PI5P4Kalpha enzyme, ADP-Glo luminescence, 60 min; active compounds read low. max response, %. 330,000 compounds, 1.2% hits. AID 652105, 2013; active means max response of -50% or lower; inconclusive means between -30% and -50%; inactive means -30% or higher; further: value at the top dose of about 77 µM; on the % scale 0 is the no-effect control and ±100 the full control effect
#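 Quantitative HTS of the MLSMR library against PI5P4Kalpha with substrate. ATP added last at 5 microM final; room temperature, 60 minutes. Remaining ATP depleted, ADP converted and read as luminescence.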
# EPAC1 antagonist: qHTS for Antagonist of cAMP-regulated guanine nucleotide exchange factor 3 (EPAC1): primary screen | AID 720709, 2013 | EPAC1 GEF assay, Rap1b-BODIPY-GDP exchange fluorescence | Rap guanine nucleotide exchange factor 3 (Homo sapiens), O95398 | 360,000 compounds, 0.14% hits | Potency, µM (top dose mostly 115 µM), for inactives: top-dose activity change, negative = inhibition, hits mostly inhibitors;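 further: potency means the concentration at half of the fitted maximal effect; plate controls were vehicle for no effect and positive control for full effect; nearly all actives have a fitted effect of over 50% in size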
# Abeta yeast res: qHTS for compounds that reverse cellular toxicity of Amyloid beta (A-beta) peptide in yeast: Primary Screen. yeast expressing A-beta42, growth rescue, OD600, 48 h; response scale: 0% DMSO, 100% iron-clioquinol control. Potency, µM (titrated, usually from 46.1 µM), without a hit: at the highest dose growth rescue, usual class: activators. 410,000 compounds, 0.063% hits. AID 1347071, 2019; further: potency means the concentration at half of the fitted maximal effect; nearly all actives have a fitted effect of over 55% in size
#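 Growth rescue measured by 600 nm absorbance after 48 h yeast culture at 30 C with compound. Values normalized between DMSO and an equimolar ferric chloride plus clioquinol control.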
# WRN helicase inh: qHTS for Inhibitors of WRN Helicase | Bifunctional 3'-5' exonuclease/ATP-dependent helicase WRN (Homo sapiens), Q14191 | WRN helicase unwinding, fluorescent forked duplex, kinetic | Potency, µM (highest dose often 114 µM), without a hit: at the top dose activity change, negative = inhibition, usual class: inhibitors | 360,000 compounds, 0.46% hits | AID 651768, 2012; further: potency means the concentration at half of the fitted maximal effect; on the % scale 0 is the no-effect control and ±100 the full control effect; nearly all actives have a fitted effect of over 55% in size
#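 Screening of the MLSMR collection measured strand separation of a quenched forked DNA duplex (100 nM) by 20 nM WRN with 2 mM ATP, all final. Compounds were preincubated with enzyme 15 min at room temperature.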
# FUS yeast rescue: qHTS for Suppressors of FUS Proteinopathy: Primary screen using FUS-linked yeast assay; 390,000 compounds, 0.24% hits; S. cerevisiae FUS-expressing, growth rescue, OD600, 24 h; Potency, µM (highest dose often 76.6 µM), for inactives: at the top dose growth rescue (activation), hits mostly activators; AID 1347120, 2019;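 further: potency means the concentration at half of the fitted maximal effect; plate controls were DMSO vehicle for no effect and reference control for full effect; nearly all actives have a fitted effect of over 55% in size; some results filed as inactive show a strong effect at the top dose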
#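 Read-out: OD at 600 nm after 24hr at 30C, reporting rescue of FUS-induced yeast toxicity. Cells at OD 0.005 in galactose (2%) minimal medium; compounds tested in a dilution series; CP55940 titration from 92uM final as control.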
# Starred values were filed as active, the others as inactive; ? = inconclusive; · = no result given; & = joins results of further samples; [ ] = dose if it differs, or a comment. Unless noted, the call rests on the fitted dose curve; in most records, active means well fitted curve in the direction sought with a large enough effect; inconclusive means small, poorly fitted or top-dose-only effect, or another doubt; inactive means no such curve, though single readings can be large; an effect the other way counts as inactive or inconclusive.
SMILES,aSyn rescue,EPAC1 ag,PLK1 PBD inh,IL2 activator,PI5P4K alpha inh,EPAC1 antagonist,Abeta yeast res,WRN helicase inh,FUS yeast rescue
CCS(=O)(=O)c1nc(S(=O)(=O)c2ccc(C)cc2)c(NCCCN2CCOCC2)s1,-1%,-9%,-2%,-0.2,1,5%,2%,3%,-8%
Cc1ccc(NC(=O)c2ccc(CSc3nccc(C)n3)cc2)cc1,-5%,12%,-6%,-0.2,1,-11%,-5%,-3%,17%
COc1ccc2c(c1)cc1c(=O)n(CC(=O)NC(C)CCc3ccccc3)nc(C)n12 (stereo not drawn),-12%,2%,-11%,1.2,4,-7%,-2%&-4%,0%,20%&24%
Cc1ccc(/C=C/C(=O)c2c(C)cc(C)[nH]c2=O)cc1,7%,2%,-2%,-1.6,·,6%,-2%,-5%,12%
CCCC(=O)N1CCCC(c2cc(C(=O)NCc3ccc(F)cc3)no2)C1 (stereo not drawn),1%,-3%,1%,-0.1,-4,3%,-13%,5%,18%
Cc1onc(-c2c(Cl)cccc2Cl)c1C(=O)N1CCOCC1,5%,-6%,-16%,-6.2,2,-26%,-12%,-5%,-8%
OC(CN(c1ccccc1)c1ccccc1)Cn1cnc2ccccc21 (stereo not drawn),8%,25%,2%,-2.3,19,-21%,0%[9.22 µM],-17%,-18%
Cc1nc(-c2ccccc2)sc1C(=O)NS(=O)(=O)c1ccc(CN2CCN(c3ccccc3)CC2)cc1,7%,-13%,-11%,-0.4,-1,-4%,3%,-11%,33%
COc1cc(O)c(C(CC(=O)N2CCN(c3ccccc3)CC2)c2cc(OC)c(OC)c(OC)c2)c(OC)c1 (stereo not drawn),4%,-4%,7%,-0.2,6,2%,-7%,-5%,30%
C=CCn1c(Cc2cccs2)nnc1SCC(=O)Nc1cccc(OC)c1,1%,6%,-10%,1.8,-6,-19%,5%,2%,69%
CCc1ccc(NC(=O)CSc2nc3nc(C)cc(C)n3n2)cc1,-9%&-9%,-7%,?,-5.0,3,-28%,0%&-14%,-6%,-8%&2%
Cc1cc(NC(=O)CCN2C(=O)C3C4C=CC(C4)C3C2=O)ccc1Br (stereo not drawn),2%,6%,0%,0.6,-1,-4%,-1%,-12%,-4%
Cc1ccccc1Nc1scc(-c2ccc(Br)cc2)[n+]1-c1ccccc1C,-29%,-6%,-4%,-0.8,7,-14%,-22%,-3%,20%
CC(=O)NC12CC3CC(C1)CC(C(=O)NCC(=O)Nc1c(C)cc(C)cc1C)(C3)C2,-5%,11%,-15%,-0.5,8,-7%,24%,-8%,-11%
Cn1c(N/N=C\c2cccc(O)c2)cc(=O)n(C)c1=O,1%,6%,-8%,1.0,-27,2%,24%,-3%,-17%
O=C1NC[C@H](CC2CCCCC2)N(CC2CCCCC2)C1=O,9%,-7%,3%,-0.1,-10,-5%,1%,22%,10%
CSCC[C@H](NC(=O)COc1ccc(Cl)cc1)C(=O)N1CCC2(CC1)NCCc1[nH]cnc12,-3%,-14%,5%,0.6,3,-13%,-17%,7%,-22%
CN(C)S(=O)(=O)c1cccc(C(=O)NCC2CCCCC2)c1,-4%,-3%,-17%,-2.0,1,-8%,-5%,-7%,0%
O=C(NC(=S)NC(CO)c1ccccc1)c1ccc(F)cc1 (stereo not drawn),4%,-1%,-2%,0.7,5,21%,-7%,-14%,-19%
O=C(Nc1ccc2nc3n(c(=O)c2c1)CCCCC3)c1ccccc1Cl,-4%,6%,3%,-1.8,0,-6%,-13%,0%,7%
COc1cccc(N(C(=O)Cn2nnc(-c3cccs3)n2)C(C(=O)NC(C)C)c2ccc(C)o2)c1 (stereo not drawn),3%,-14%,1%,0.3,7,4%,9%,2%,11%
CC(=O)NC(c1cccc(F)c1)c1nc(-c2cc3ccccc3o2)cs1 (stereo not drawn),1%,1%,-6%,-0.6,20,-13%,4%,0%,-13%
CC1(C)CC(NC(=O)c2cc(COc3cccc(C(F)(F)F)c3)on2)CCO1 (stereo not drawn),-2%,-2%,-6%,-0.5,12,-29%,?,0%,13%
CC(NC(=O)c1ccccc1Cl)C(=O)N1CCN(Cc2ccc3c(c2)OCO3)CC1 (stereo not drawn),-3%,-6%,-2%,-0.1,-3,11%,5%,7%,·
COc1cccc2c1C(=O)c1c(O)c3c(c(O)c1C2=O)C[C@@](O)(C(=O)CO)C[C@@H]3O[C@H]1C[C@H](N)[C@@H](O)[C@H](C)O1,?,-7%,?,-0.4,-19,23%,-48%[inhibitor],56µM*,33%

# The closing seven records of the section before come first, to join the parts.
SMILES,aSyn rescue,EPAC1 ag,PLK1 PBD inh,IL2 activator,PI5P4K alpha inh,EPAC1 antagonist,Abeta yeast res,WRN helicase inh,FUS yeast rescue
O=C(NC(=S)NC(CO)c1ccccc1)c1ccc(F)cc1 (stereo not drawn),4%,-1%,-2%,0.7,5,21%,-7%,-14%,-19%
O=C(Nc1ccc2nc3n(c(=O)c2c1)CCCCC3)c1ccccc1Cl,-4%,6%,3%,-1.8,0,-6%,-13%,0%,7%
COc1cccc(N(C(=O)Cn2nnc(-c3cccs3)n2)C(C(=O)NC(C)C)c2ccc(C)o2)c1 (stereo not drawn),3%,-14%,1%,0.3,7,4%,9%,2%,11%
CC(=O)NC(c1cccc(F)c1)c1nc(-c2cc3ccccc3o2)cs1 (stereo not drawn),1%,1%,-6%,-0.6,20,-13%,4%,0%,-13%
CC1(C)CC(NC(=O)c2cc(COc3cccc(C(F)(F)F)c3)on2)CCO1 (stereo not drawn),-2%,-2%,-6%,-0.5,12,-29%,?,0%,13%
CC(NC(=O)c1ccccc1Cl)C(=O)N1CCN(Cc2ccc3c(c2)OCO3)CC1 (stereo not drawn),-3%,-6%,-2%,-0.1,-3,11%,5%,7%,·
COc1cccc2c1C(=O)c1c(O)c3c(c(O)c1C2=O)C[C@@](O)(C(=O)CO)C[C@@H]3O[C@H]1C[C@H](N)[C@@H](O)[C@H](C)O1,?,-7%,?,-0.4,-19,23%,-48%[inhibitor],56µM*,33%
O=C(NCc1ccc(Cl)cc1)c1cc2ccccn2n1,7%,-4%,3%,-1.3,12,-22%,5%,-2%,-23%
CCOC(=O)[C@]12CCC=C1N(Cc1ccc(Cl)cc1Cl)C(=O)[C@H](CC(=O)NCc1ccc(C)o1)C2,10%,-14%,-25%,-1.2,?,-23%,-13%,-7%,?
COc1ccc(C(=O)c2[nH]c(N)c(C(=O)NCCc3c[nH]c4ccccc34)c2-c2ccc(C(F)(F)F)cc2)cc1,-2%,10%,-12%,0.5,-1,-5%,7%,-1%,11%
COc1ccc(S(=O)(=O)NC(C)C(=O)Nc2ccc3c(c2)OCO3)cc1OC (stereo not drawn),-6%,9%,-8%,0.1,-6,-5%,-9%,-10%[57.1 µM],-4%
CC1=[N+](C)N(c2ccccc2)C(=O)C1N=C/C=C/c1ccccc1 (stereo not drawn),-3%,-6%,2%,1.2,4,-10%,-13%,-1%,15%
Cc1cc2nnc(SCc3ccccc3)n2c(N)n1,0%,-4%,-11%,-0.9,·,15%,-15%,6%,33%
COc1cccc(-c2cnc3c(NC(C)=O)cc(-c4ccc(OC)c(OC)c4)cn23)c1,8%,3%,-28%,-0.3,-15,-5%,-12%,-4%,?
Cc1cc2nc3n(c2cc1C)CC1CC(C(=O)NCc2cccc(C(F)(F)F)c2)N(C)C31 (stereo not drawn),-2%,-18%,-2%,1.8,-6,9%,-13%,5%,0%
O=C(Cn1ccc(NC(=O)OCc2ccccc2)nc1=O)NCCCn1ccnc1,2%,4%,-4%,1.1,7,-5%,5%,-6%,-30%
COc1ccccc1-n1cnc2cc(NCc3ccccc3O)ccc21,-1%,13%,19µM*,-0.7,-20,3%,14%,-3%,?
CC1CCN(C(=O)c2ccc(N3CCOCC3)c([N+](=O)[O-])c2)CC1,5%,-3%,7%,0.8,-3,-21%,-7%,8%,17%
COc1ccc(/C(C)=N/N=C(\C)c2ccc(OC)cc2OC)c(OC)c1,-2%,3%,-1%,-0.3,18,-13%,-20%,-4%,-1%
Cc1[nH]c2ccccc2c1C(=O)C(C)OC(=O)c1ccc([N+](=O)[O-])o1 (stereo not drawn),-21%,-5%,-20%,1.0,3,-17%,-10%,-2%[11.6 µM],30%
CCOC(=O)C(Cc1ccc(O)cc1)Nc1nc2ccccc2o1 (stereo not drawn),7%,0%,-13%,-6.0,23,-11%,11%,0%,·
COC(=O)C(Cc1ccccc1)NC(=O)c1cc(=O)[nH]c2ccccc12 (stereo not drawn),6%,1%,-12%,0.5,8,7%,-10%,-13%,18%
